High-throughput results: PubChem, National Center for Advancing Translational Sciences (NCATS)
TDP1 cell noCPT – qHTS for Inhibitors of human tyrosyl-DNA phosphodiesterase 1 (TDP1): qHTS in cells in absence of CPT; DT40 Tdp1-/- hTDP1 cells, no CPT, ATP luminescence, 48 h; Potency, µM (highest dose often 46.2 µM), for inactives: at the top dose activity change, negative = growth inhibition, hits mostly inhibitors; 15% of 420,000 active; also: nearly all actives have a fitted effect of over 55% in size
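A cellular qHTS used chicken DT40 cells lacking endogenous Tdp1 but carrying stably transfected human TDP1. Compounds were applied without camptothecin, and cell growth kinetics were judged by ATP-dependent luminescence after ≥48 hr.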
TDP1 cell CPT – qHTS for Inhibitors of human tyrosyl-DNA phosphodiesterase 1 (TDP1): qHTS in cells in presence of CPT; chicken DT40 Tdp1-/-;hTDP1 cells + 20 nM CPT, ATP luminescence, 48 h; Potency, µM (series often up to 46.2 µM), inactives show at the top dose activity change, negative = growth inhibition, hits mostly inhibitors; 12% of 420,000 active; also: nearly all actives have a fitted effect of over 55% in size
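Cell growth measured by CellTiter-Glo luminescence after a minimum 48 h, 37 C compound exposure with 20 nM CPT in Tdp1-knockout DT40 cells stably expressing hTDP1, seeded 400/well; qHTS titration format.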
GCN5L2 inh – qHTS Assay for Inhibitors of GCN5L2. 0.21% of 390,000 active. Potency, µM (titrated, usually from 58.9 µM), for the others: at the highest dose activity change, negative = inhibition, most hits filed as inhibitors. AID 504327, 2011. GCN5L2 HAT assay, ThioGlo1 CoA-SH fluorescence. Histone acetyltransferase KAT2A (Homo sapiens), Q92830
Target sequence (Q92830 whole entry, looked up): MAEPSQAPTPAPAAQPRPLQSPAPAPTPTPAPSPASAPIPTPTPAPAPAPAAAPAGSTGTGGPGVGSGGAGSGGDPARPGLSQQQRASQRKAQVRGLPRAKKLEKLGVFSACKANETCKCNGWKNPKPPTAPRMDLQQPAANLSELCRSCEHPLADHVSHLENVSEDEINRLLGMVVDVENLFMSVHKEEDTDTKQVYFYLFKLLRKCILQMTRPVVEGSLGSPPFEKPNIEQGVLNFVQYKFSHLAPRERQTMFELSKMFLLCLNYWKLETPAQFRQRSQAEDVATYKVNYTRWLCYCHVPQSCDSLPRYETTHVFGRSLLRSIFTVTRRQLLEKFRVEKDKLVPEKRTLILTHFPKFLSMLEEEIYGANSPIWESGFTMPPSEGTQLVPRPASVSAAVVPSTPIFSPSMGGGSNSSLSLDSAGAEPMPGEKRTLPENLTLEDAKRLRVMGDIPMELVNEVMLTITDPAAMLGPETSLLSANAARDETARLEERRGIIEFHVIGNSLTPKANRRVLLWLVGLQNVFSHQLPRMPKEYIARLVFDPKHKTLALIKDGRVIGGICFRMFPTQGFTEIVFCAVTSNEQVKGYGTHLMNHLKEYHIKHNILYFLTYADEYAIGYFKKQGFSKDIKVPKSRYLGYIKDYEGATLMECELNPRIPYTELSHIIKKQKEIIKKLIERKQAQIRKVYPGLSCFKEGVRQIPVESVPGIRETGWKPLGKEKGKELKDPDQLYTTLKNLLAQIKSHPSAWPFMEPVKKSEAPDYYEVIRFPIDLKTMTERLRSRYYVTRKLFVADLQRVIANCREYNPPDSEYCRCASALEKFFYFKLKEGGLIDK
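Titration-based screen in which CoA formation is detected via maleimide probe ThioGlo1 (50uM) turning fluorescent on thiol reaction; substrates H3(1-25) 75uM and acetyl-CoA 70uM, GCN5L2 20nM, 20 min incubation at room temperature.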
The depositor's hits bear a star; ? = inconclusive; . = not tested or not shown; [ ] = another dose, or the depositor's remark. Calls follow the shape of the dose curve; as a rule, active = well fitted curve in the direction sought with a large enough effect; inconclusive = small, poorly fitted or top-dose-only effect, or another doubt; inactive = no such curve, though single readings can be large; an effect the other way counts as inactive or inconclusive. % is scaled to controls: 0 for no effect and ±100 for the full control effect; potency is read from the fitted curve at half-maximal effect.

Every second line gives: GCN5L2 inh	TDP1 cell CPT	TDP1 cell noCPT
- CCOC(=O)Nc1nc(-c2ccc(F)cc2F)cs1
 : 0.4%	?	?
- Cc1ccc(OCC(=O)Nc2ccc(Cl)c(-c3nc4ncccc4o3)c2)c(C)c1
 : -5.5%	?	14.6µM*
- COc1ccc(/C=C2\SC(=S)N(CCCC(=O)NC3CCCC3)C2=O)cc1OC
 : .	?	16.4µM*
- Cc1cc(C)cc(CC(=O)N2CCC2(C)C(=O)NS(=O)(=O)c2ccc(Cl)s2)c1 (centres undefined)
 : .	14.1%	19.2%
- O=C(CCc1nc(-c2ccccn2)no1)NCc1ccc2c(c1)OCO2
 : 0.4%	2.7%	0.5%
- Cc1ccc(C(=O)NCCn2cc(SCC(=O)Nc3cc(C)on3)c3ccccc32)cc1
 : -8.4%	?	?
- COc1cc(NC(=S)NCCCN2CCOCC2)cc(OC)c1
 : 2.8%	14.8%	-19.0%
- COc1ccc(C)cc1S(=O)(=O)N1CCCC(C(=O)N2CCOCC2)C1 (centres undefined)
 : ?	-1.3%	19.1%
- CN(CC(=O)Nc1cccc(F)c1)C(=O)CCCNC(=O)c1ccc(Cl)cc1
 : -6.5%	-18.6%	-27.3%
- NS(=O)(=O)c1cccc(NC(=O)CCSc2ccccc2Cl)c1
 : -2.9%	-11.0%	3.4%
- COc1cccc(CN(C(=O)/C=C/c2ccco2)C2CCS(=O)(=O)C2)c1 (centres undefined)
 : -13.6%	-2.7%	3.3%
- O=C(CNC(=O)C1CCCCC1)OCC(=O)c1ccccc1
 : .	6.0%	-21.5%
- Cc1ccccc1/C=C/C(=O)N1CCOCC1
 : 7.5%	-24.4%	-20.5%
- Cc1cccc(S(=O)(=O)N(C)C[C@H]2OCc3cn(nn3)CCCC(=O)N([C@H](C)CO)C[C@@H]2C)c1
 : .	20.3%	2.7%
- CCCN(/C=N/c1sc2c(c1C#N)CCCCC2)CCC
 : -6.7%	?	?

Exported as comma-separated lines: 2 of the compounds above.
SMILES,GCN5L2 inh,TDP1 cell CPT,TDP1 cell noCPT
Cc1ccccc1/C=C/C(=O)N1CCOCC1,7.5%,-24.4%,-20.5%
Cc1cccc(S(=O)(=O)N(C)C[C@H]2OCc3cn(nn3)CCCC(=O)N([C@H](C)CO)C[C@@H]2C)c1,.,20.3%,2.7%

The list continues:
Every second line gives: GCN5L2 inh	TDP1 cell CPT	TDP1 cell noCPT
- Cc1c(CNC(=O)c2cnn3c2NC(c2ccccc2)CC3C(F)(F)F)cnn1C (centres undefined)
 : -0.1%	-20.1%	-11.6%
- O=C(Nc1ccc2oc(-c3ccccc3F)nc2c1)c1ccccc1F
 : -12.6%	?	?
- O=C(Nc1ccc2c(c1)C(=O)NC2=O)c1ccccc1
 : -6.7%	9.7%	-14.1%
- C=Cc1ncc(OC)c2c1[nH]c1ccccc12
 : -1.2%	3.66µM*	3.66µM*
- O=C(O)C1CCN(S(=O)(=O)c2ccc3[nH]ccc3c2)CC1
 : .	9.6%	-4.2%
- CN(C)c1ccc(CNC2C3CC4CC(C3)CC2C4)cc1 (centres undefined)
 : 3.1%	?	?
- O=C(NCc1cccnc1)C1CCCN(S(=O)(=O)c2ccc(Cl)cc2)C1 (centres undefined)
 : -7.1%	-19.7%	-20.4%
- CN(CC(=O)Nc1ccc(F)cc1)C(=O)c1cc([N+](=O)[O-])ccc1N1CCOCC1
 : -6.3%	-3.8%	-17.7%
- O=S(=O)(NCc1ccco1)c1cnc(Cl)c(Br)c1
 : 0.9%	-3.6%	4.6%
- Cc1cccc(/C=N/Nc2nncc3ccccc23)c1
 : -7.9%	-2.7%	?
- O=C(NCc1ccccc1)C1C(=O)Nc2ccccc2C(=O)N1Cc1ccccc1 (centres undefined)
 : .	5.8%	?
- C/C=C/C(=O)OCC(=O)Nc1cccc(F)c1
 : -6.6%	-6.0%	12.4%
- NS(=O)(=O)c1cccc(NC(=O)CCS(=O)(=O)c2ccc(Cl)cc2)c1
 : 1.6%	3.4%	0.6%
- Nc1ccc(N2CCN(c3ccc(Cl)c(Cl)c3)CC2)cc1
 : -2.0%	11.6µM*	9.2µM*
- COc1ccc(NC(=O)C2CCCN(S(=O)(=O)c3ccc4[nH]c(=O)ccc4c3)C2)cc1 (centres undefined)
 : -13.0%	-7.1%	-14.9%
- CCCCc1ccc(-c2csc(/C(C#N)=C\c3ccc(C)o3)n2)cc1
 : -13.6%	-26.5%	-4.2%
- O=CN1CCCN(Cc2nc(-c3cccc(Cl)c3)no2)CC1
 : 5.4%	-15.6%	0.8%
- Cc1cc(=O)[nH]c(SCC(=O)NCCc2ccccc2)n1
 : -0.1%[0.501 µM]	4.7%	0.8%
- CCc1nc2c(OCc3cccc(OC)c3)cccn2c1N(C)C(=O)C(C)C
 : .	?	?
- COc1ccc(OCCN2CCC(C(=O)NC(c3ccc(Cl)cc3)c3cccnc3)CC2)cc1 (centres undefined)
 : .	?	?
- COc1ccc(C(=O)N[C@H](C(=O)NCc2ccccc2)C(C)C)cc1
 : -1.5%	1.1%	-23.7%
- Cc1csc(NC(=O)c2ccc(C)o2)n1
 : 1.3%	-5.1%	-13.0%
- Cc1[nH]c(C)c2c(=O)n(Cc3ccccc3Cl)ncc12
 : .	0.6%	-26.0%
- CC(=O)N1CCN(c2ccc(NC(=O)C(C)Oc3ccc(Cl)cc3Cl)cc2)CC1 (centres undefined)
 : 4.3%	?	20.6µM*
- COc1ccc(C(=O)O/N=C(\C)c2cnccn2)cc1
 : 6.9%	-8.2%	-3.3%
- CC(NS(=O)(=O)c1c(N)n(C)c(=O)n(C)c1=O)c1ccccc1 (centres undefined)
 : -20.9%	-0.8%	?
- C=CCn1c(Oc2ccccc2)nc2c1c(=O)n(C)c(=O)n2C
 : -2.4%	-6.2%	-13.6%
- Cc1cc(C)cc(OCC(=O)Nc2cccc(-c3nc4ncccc4o3)c2)c1
 : 6.1%	23.1µM*	20.6µM*
- COc1ccc(NC(=O)c2cc(S(=O)(=O)N3CCCCC3)ccc2C)cc1S(=O)(=O)N1CCOCC1
 : .	-2.7%	-16.6%
- Cc1nc(-c2ccc(Cl)cc2)sc1C1(C)CC(c2ccccc2Br)=NO1 (centres undefined)
 : .	1.2%	-14.9%
- O=[N+]([O-])c1ccc(/C=C/c2ccc3cccc(O)c3n2)cc1
 : 4.4%	20.6µM*	16.4µM*
- COc1ccc(C(=O)n2nc(-c3ccco3)nc2NCc2cccs2)cc1OC
 : -24.6%	?	?
- O=C(NCCc1ccccc1)c1ccc(CSc2nc3cccnc3n2Cc2ccccc2F)cc1
 : -3.4%	?	9.2µM*
- CC(C)n1nccc1NC(=O)Nc1ccccc1
 : -0.3%	-18.6%	?
- COc1cc(/C=C/c2ccc3cccc(OC)c3n2)c(OC(C)=O)c([N+](=O)[O-])c1
 : -3.8%	11.6µM*	14.6µM*
- CN(C)CC1CCC/C(=C\c2ccc(OC(=O)c3ccc(Cl)cc3)cc2)C1=O (centres undefined)
 : .	0.517µM*	0.411µM*
- O=C(COC(=O)c1cccnc1Cl)Nc1ncc(Cl)cc1Cl
 : 4.1%	12.1%	1.7%
- COc1ccc(CN(C)CC(=O)Nc2cccc(S(N)(=O)=O)c2)c(OC)c1OC
 : 4.2%	?	-19.5%
- CCOC(=O)C(CCCCOc1ccc([N+](=O)[O-])cc1)C(=O)OCC
 : -7.3%	-22.7%	-9.9%
- CC(C)N(Cc1ccccc1)C(=O)Cn1ncc2c3ccccc3n(Cc3ccccc3)c2c1=O
 : -0.7%	?	18.4µM*
- CCn1cc(C(=O)NCCCOC)c(=O)c2cc(S(=O)(=O)N(C)C)ccc21
 : 0.7%	1.0%	-14.9%
- Cc1nc(Nc2cccc(C(C)O)c2)c2nnn(Cc3ccc(F)cc3)c2n1 (centres undefined)
 : 2.8%	?	?
- O=C(N/N=C/c1ccc(Cl)cc1)C1CC12CCC2 (centres undefined)
 : -7.6%	-10.1%	-26.0%
- Cc1c(Cl)cccc1NC(=O)CSc1nc2ncccc2o1
 : 2.6%	?	?
- CC1CCN(c2[nH]c(=S)c(C#N)c3c2CCCC3)CC1
 : -1.6%	?	?
- O=C(Cc1ccccc1)NCc1ccc2c(c1)OCO2
 : -5.7%	-5.7%	-4.6%
- CC1Cc2nc(SCC(N)=O)n(C)c(=O)c2S1 (centres undefined)
 : 2.3%	1.7%	-10.7%
- CCCCC(CC)COS(=O)(=O)O (centres undefined)
 : 6.4%	6.0%	-15.9%
- NC(=O)CC(NC(=O)Cc1ccc(Br)cc1)c1ccc(NCCN2CCCCC2)c([N+](=O)[O-])c1 (centres undefined)
 : -5.4%	-5.0%	?
- Cc1cc(C(=O)N/N=C/c2cccnc2)c(C)o1
 : -1.7%	-6.6%	-15.8%
- Cc1cccc(CN2CCN(c3nc4nonc4nc3NC3CC3)CC2)c1
 : -1.6%	5.9%	-21.5%
- CC(C)NS(=O)(=O)c1ccc2nc(NC(=O)c3cncc(Br)c3)sc2c1
 : ?	?	?
- COc1ccccc1C(C#N)c1cccc(Cl)n1 (centres undefined)
 : 1.7%	-16.3%	-22.4%
- Cc1ccccc1-n1c(C)nnc1SCc1nc2ccccc2s1
 : -3.7%	1.6%	-17.8%
- CC(C)c1ccccc1OCCCN1CCCC1
 : 2.6%	-8.3%	?
- CC(=O)n1cc(CO)c2ccccc21
 : ?	-11.9%	-2.7%
- COCCCN(C(=S)NC(=O)c1ccc(Br)cc1)c1c(N)n(Cc2ccccc2)c(=O)[nH]c1=O
 : 5.5%	5.5%	4.1%
- O=C(c1cccc(-n2cccc2)c1)N1CCN(S(=O)(=O)c2ccc(F)cc2)CC1
 : -7.4%	-14.8%	4.3%
- CSCCCN1CCCC(CO)(Cc2ccccc2F)C1 (centres undefined)
 : -18.9%	-11.2%	-25.3%
- O=C(NC1CCCC1)c1ccccc1-c1nc2ccccc2[nH]1
 : -2.2%	-0.2%	1.8%

(more compounds)
Every second line gives: GCN5L2 inh	TDP1 cell CPT	TDP1 cell noCPT
- COc1cccc(-c2ccc3nnc(SCC(=O)N4CCCC4)n3n2)c1
 : 0.8%	?	?
- Cc1nc2sc(C(c3ccco3)N3CCN(c4ccc(F)cc4)CC3)c(O)n2n1 (centres undefined)
 : -12.1%	-16.0%	?
- COC(=O)C[C@H]1C=C[C@H](NC(=O)c2ccc(F)cc2)[C@@H](CO)O1
 : .	-3.6%	-16.8%
- CCOc1ccccc1CNc1ccc2cc(S(=O)(=O)N3CCC(C)CC3)ccc2n1
 : -15.0%	?	23.1µM*
- COc1ccc(C(=S)N2CCN(c3ccccc3Cl)CC2)cc1OC
 : -12.5%	?	16.4µM*
- O=C(OCC(=O)N1CCc2ccccc21)C1CCCN1S(=O)(=O)c1ccc(Cl)cc1 (centres undefined)
 : -7.7%	-18.7%	-9.6%
- O=Cc1cccn1-c1ccc2ccccc2c1
 : -6.6%	3.7%	10.4%
- Cn1c(=O)c2c(-c3ccccc3)n(-c3ccc(N)cc3)cc2n(C)c1=O
 : .	?	14.6µM*
- O=C(CC12CC3CC(CC(C3)C1)C2)NCC(=O)OCc1cc(=O)oc2ccc3ccccc3c12
 : ?	?	18.4µM*
- CCS(=O)(=O)Nc1cccc(C2=NN(S(=O)(=O)c3ccc(F)cc3)C(c3cccs3)C2)c1 (centres undefined)
 : -9.4%	9.3%	-14.8%
- O=S(=O)(c1ccccc1)c1nc(-c2ccco2)oc1NCc1ccco1
 : -5.2%	?	?
- CC(CN1CCCCC1)OC(=O)C1c2ccccc2Oc2ccccc21 (centres undefined)
 : -3.0%	-11.3%	-16.7%
- Cc1nn(C)c(Oc2cccc(Cl)c2)c1C#N
 : 0.4%	?	23.1µM*
- CCCN1C(=O)c2cc(C(=O)O)ccc2C1O (centres undefined)
 : -0.3%	15.1%	10.0%
- COc1cc(OC)cc(-c2cn[nH]c2N)c1
 : 3.5%	4.5%	-11.2%
- O=C(/C=C\Nc1ccc2c(c1)OCO2)c1ccc(Cl)s1
 : -7.2%	2.5%	1.6%

Profiles from above. Order of values: GCN5L2 inh, TDP1 cell CPT, TDP1 cell noCPT
Record of Cn1c(=O)c2c(-c3ccccc3)n(-c3ccc(N)cc3)cc2n(C)c1=O → ., ?, 14.6µM*
Record of O=S(=O)(c1ccccc1)c1nc(-c2ccco2)oc1NCc1ccco1 → -5.2%, ?, ?
Record of O=C(CC12CC3CC(CC(C3)C1)C2)NCC(=O)OCc1cc(=O)oc2ccc3ccccc3c12 → ?, ?, 18.4µM*
Record of CCOc1ccccc1CNc1ccc2cc(S(=O)(=O)N3CCC(C)CC3)ccc2n1 → -15.0%, ?, 23.1µM*
Record of CC(CN1CCCCC1)OC(=O)C1c2ccccc2Oc2ccccc21 (centres undefined) → -3.0%, -11.3%, -16.7%
